Assay outcomes deposited in PubChem by several laboratories.
GSK3B inh = human GSK3beta kinase inhibitors, primary screen, biochemical, cell-free homogeneous, HTS; Glycogen synthase kinase-3 beta (Homo sapiens), P49841; GST-GSK3beta kinase, ADP-Glo luminescence, 60 min; stronger effect = lower value; activity score (negative = inhibition), % at 10 µM; 300,000 compounds, 0.038% hits; AID 2097, 2009;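 active = more than half of replicate wells score below -50%, meaning over 50% inhibition versus plate controls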;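 note: 0% = median DMSO wells and -100% = median GW8510 positive control wells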
Target sequence (P49841 whole entry, looked up): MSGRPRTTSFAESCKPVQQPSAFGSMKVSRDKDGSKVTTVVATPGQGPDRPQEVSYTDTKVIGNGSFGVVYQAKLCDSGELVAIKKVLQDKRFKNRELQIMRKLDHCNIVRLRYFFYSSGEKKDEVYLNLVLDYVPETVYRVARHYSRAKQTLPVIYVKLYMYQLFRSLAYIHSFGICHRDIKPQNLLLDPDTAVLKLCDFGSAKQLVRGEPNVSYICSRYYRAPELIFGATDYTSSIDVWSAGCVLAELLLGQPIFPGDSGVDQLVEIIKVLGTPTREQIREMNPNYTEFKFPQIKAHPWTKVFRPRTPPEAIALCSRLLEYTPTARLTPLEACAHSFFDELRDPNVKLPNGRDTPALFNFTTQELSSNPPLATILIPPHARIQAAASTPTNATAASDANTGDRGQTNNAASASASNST
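Assay system: GST-tagged human GSK3beta kinase, cell-free; Input: 1.6 ng GSK3beta; Medium: Tris/MgCl2 kinase buffer; Timing: 60 min enzyme reaction, room temperature; Signal: ADP-Glo luminescence quantifying ADP generated by kinase; Evaluation: score relative to plate controls; Benchmarks: DMSO neutral wells and GW8510 at 20 µM as positive.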
Platelet DG rel = inhibitors of platelet dense granule secretion, primary screen, cell-based, MLPCN, human platelets; 300,000 compounds, 0.22% hits; inhibition, %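 (compounds screened at 7.5 µM in platelet-rich plasma)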; human platelet-rich plasma, SFLLRN dense granule ATP release, luminescence;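 active = mean replicate score, as percent of positive control, at or above 50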
HSF1 inhib = HSF1 inhibitors in luciferase reporter cells, primary screen, cell-based, NIH3T3, luminescence; NIH3T3-HGL HSE-luciferase, MG132-induced, luminescence 8 h; stronger effect = lower value; activity change, negative = inhibition, % at 7.5 µM (by protocol); 300,000 compounds, 0.77% hits; AID 2098, 2009;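 active = more than half of replicate wells show activity change below -50%, luminescence cut by over half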;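 note: luciferase reports HSF-1 transcriptional activity via heat shock element; 0% = median of DMSO wells and -100% = zero luminescence signal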
HSP90 refold inh = HSP90 inhibitors, primary screen, cell lysate, luminescence; Heat shock protein HSP 90 (rabbit reticulocyte lysate; luciferase refolding); Rabbit reticulocyte lysate, luciferase refolding luminescence, 3 h; inhibition, % at 5.6 µM; 290,000 compounds, 0.91% hits; AID 1789, 2009;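 active = inhibition above the screen-wide mean plus 3 SD, computed separately per campaign, cut at about 16% in these data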;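 note: 0% = DMSO wells and 100% = 60 µM geldanamycin wells; inhibitors lower the luminescence because luciferase stays unfolded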
Dyrk1A ADPGlo = rat Dyrk1A kinase inhibitors, primary screen, biochemical, single point, plate reader | ADP-Glo luminescence, NFATc1 peptide | inhibition, % at 12.5 µM | 310,000 compounds, 0.43% hits; in the data active = inhibition above about 50%;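 note: plate controls were vehicle with enzyme for no effect and no enzyme for full effect; many of its hits are not listed in these tables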
HSF1 activator = HSF-1 activators, primary screen, NIH3T3-HGL cells, MG132 stress, luminescence, single point. 300,000 compounds, 1.7% hits. activation, % at 9 µM. NIH3T3-HGL HSF-1 luciferase reporter, 8 h; 100% = twice DMSO control signal;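 active = mean replicate activation of at least 50% with a set share of replicates each reaching 50%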;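 note: 0% = median of the neutral control wells and 100% = twice that signal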
aSyn 5UTR inh = MLPCN primary screen, SNCA 5' untranslated region | 300,000 compounds, 0.82% hits | AID 1813, 2009 | alpha-synuclein 5'UTR reporter, inhibitor activity | inhibition, % (tested at 7.5 µM); in the data active = inhibition above about 60%;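 note: H4 neuroglioblastoma cells stably carrying SNCA 5'UTR luciferase fusion; 0% = DMSO wells and 100% = positive control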
KLF5 inhibitor = KLF5 expression inhibitors, primary screen, DLD-1 cells, luminescence; DLD-1 KLF5 promoter-luciferase reporter; inhibition, % at 5 µM; 290,000 compounds, 0.23% hits;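 active = inhibition above a per-plate limit of that plate's mean compound inhibition plus 3 SD, cut at about 60% in these data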;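 note: 0% = DMSO wells and 100% = LY294002 at 200 µM; higher means less KLF5 promoter-driven luciferase light; inactives centre near -14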
IEC-6 cytotox = cytotoxicity in IEC-6 intestinal epithelial cells, primary screen, cytotoxicity control for KLF5 inhibitor project, cell-based, luminescence. IEC-6 cytotoxicity, luminescence viability. inhibition, % at 5 µM. 290,000 compounds, 0.78% hits; in the data active = inhibition above about 22%;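 note: 0% = plate median of test compound wells and 100% = cytotoxic reference compound wells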
GSK3A inh = blockers of GSK3A enzyme activity – biochemical, luminescence, cell-free homogeneous, HTS, primary screen; AID 2650, 2010; Glycogen synthase kinase-3 alpha (Homo sapiens), P49840; 320,000 compounds, 0.1% hits; GSK-3 alpha kinase, ADP-Glo luminescence, 60 min; inhibition, % at 10 µM;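 in the data active = inhibition above about 50%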;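 note: GST-tagged GSK-3 alpha with peptide substrate and 25 µM ATP; 0% = DMSO neutral wells and 100% = GW8510 positive control wells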
Target sequence (P49840 whole entry, looked up): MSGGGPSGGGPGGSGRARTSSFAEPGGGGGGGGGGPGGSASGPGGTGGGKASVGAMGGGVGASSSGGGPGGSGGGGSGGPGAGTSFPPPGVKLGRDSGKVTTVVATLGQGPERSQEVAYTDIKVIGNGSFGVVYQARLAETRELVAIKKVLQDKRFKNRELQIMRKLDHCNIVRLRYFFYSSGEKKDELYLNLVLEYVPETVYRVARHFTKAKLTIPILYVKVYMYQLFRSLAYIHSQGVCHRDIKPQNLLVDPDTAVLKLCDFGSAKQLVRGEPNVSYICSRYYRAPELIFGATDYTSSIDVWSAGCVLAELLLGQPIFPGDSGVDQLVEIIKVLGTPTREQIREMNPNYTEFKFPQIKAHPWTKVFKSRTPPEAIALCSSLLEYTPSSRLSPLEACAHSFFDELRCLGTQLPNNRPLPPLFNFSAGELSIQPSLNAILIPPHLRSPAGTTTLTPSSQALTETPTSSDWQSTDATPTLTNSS
The depositor's hits bear a star; / = no result given.

1: Cc1ccc([N+](=O)[O-])c(OCCCN2CCCCCC2)c1
2: CCOC(=O)C1CCN(C(=O)COC(=O)c2ccccc2C(=O)c2ccc(Cl)cc2)CC1
3: CCn1c(CCNC(=O)c2ccc(C)cc2)n[nH]c1=S
4: CCOC(=O)c1sc2nc(C)c([N+](=O)[O-])c(COC)c2c1N
5: S=c1[nH]nc(COc2ccccc2)n1/N=C/c1ccc(Br)s1
6: Cc1cccc(C)c1N1CCN(S(=O)(=O)c2ccc(F)cc2)CC1
7: Cc1ccc(CNC(=O)Cn2cc(C(F)(F)F)ccc2=O)cc1
8: NC(=O)NC(Cc1ccccc1)C(=O)NCCCSc1ccccc1 (stereo not drawn)
9: CC(NC(=O)c1ccc([N+](=O)[O-])cc1Cl)C1CC2CCC1C2 (stereo not drawn)
10: O=C(Nc1nccs1)C1CCN(S(=O)(=O)c2cccs2)CC1
Screen / compound no.	1	2	3	4	5	6	7	8	9	10
GSK3B inh	0	2	-4	-1	0	-4	2	-1	0	0
Platelet DG rel	-4	6	5	1	2	-13	0	12	2	-2
HSF1 inhib	9	1	-7	0	0	14	7	-1	4	-6
HSP90 refold inh	0	/	3	2	1	0	-2	3	0	0
Dyrk1A ADPGlo	7	-1	-1	-1	32	-2	12	-3	-10	8
HSF1 activator	6	-21	3	0	1	55*	19	-4	8	-2
aSyn 5UTR inh	1	11	-2	-47	8	28	-6	28	-13	-12
KLF5 inhibitor	6	/	20	-33	-25	-6	-19	10	-9	-7
IEC-6 cytotox	4	/	0	5	2	-6	1	4	3	-3
GSK3A inh	-3	-3	8	0	1	0	0	0	-1	8

3 of the entries above in order of their number in aSyn 5UTR inh, low to high.
cpd	Compound	aSyn 5UTR inh
7	Cc1ccc(CNC(=O)Cn2cc(C(F)(F)F)ccc2=O)cc1	-6
2	CCOC(=O)C1CCN(C(=O)COC(=O)c2ccccc2C(=O)c2ccc(Cl)cc2)CC1	11
8	NC(=O)NC(Cc1ccccc1)C(=O)NCCCSc1ccccc1 (stereo not drawn)	28

More compounds follow:
11: O=C(CN1CCCCCC1)OCCN=C1NS(=O)(=O)c2ccccc21
12: CCOc1cc(C(=O)OCC(=O)NCc2ccco2)cc(OCC)c1OCC
13: CCOc1ccccc1NC(=O)CN1CCN(Cc2ccccc2)CC1
14: O=C(NC1CCCCC1)N(CCN1CCCC1)Cc1cc2cc3c(cc2[nH]c1=O)OCCO3
15: CCn1c(O)c(N=NC(=O)CNC(=O)/C=C/c2ccco2)c2ccccc21
16: COCCN1CCc2c(C)nc3c(-c4ccc(OC)c(OC)c4)cnn3c21
17: COc1cccc(C(=O)NNC(=O)C(=O)Nc2ccc(C)cc2)c1
18: CC(NC(=O)CN(c1ccc(Br)cc1)S(C)(=O)=O)c1ccccc1 (stereo not drawn)
19: CCN(CC)CC(C(=O)N(CC)CC)P(=O)(c1ccccc1)c1ccccc1 (stereo not drawn)
20: COc1cccc(/C=C2/SC(=S)N(CCCC(=O)Nc3ccc(O)cc3)C2=O)c1
Screen / compound no.	11	12	13	14	15	16	17	18	19	20
GSK3B inh	-2	1	1	-4	5	1	1	0	-1	3
Platelet DG rel	-62	-1	-7	1	13	-3	6	-1	0	-9
HSF1 inhib	-5	-4	-3	-12	7	15	-31	7	2	-23
HSP90 refold inh	-1	0	-4	0	1	-4	3	-2	-5	1
Dyrk1A ADPGlo	4	8	-2	7	-9	-3	6	-5	0	-7
HSF1 activator	-10	-8	-9	-6	9	7	-45	19	-7	-36
aSyn 5UTR inh	18	4	-1	-10	-11	-60	-30	-21	-19	50
KLF5 inhibitor	-8	6	-26	-4	-28	-30	-24	1	0	40
IEC-6 cytotox	2	-3	4	0	0	1	0	0	-10	1
GSK3A inh	-9	/	-2	-2	-2	2	-2	-2	-3	-1

Some entries already given, showing only HSF1 inhib.
entry | molecule | HSF1 inhib
17 | COc1cccc(C(=O)NNC(=O)C(=O)Nc2ccc(C)cc2)c1 | -31
4 | CCOC(=O)c1sc2nc(C)c([N+](=O)[O-])c(COC)c2c1N | 0
1 | Cc1ccc([N+](=O)[O-])c(OCCCN2CCCCCC2)c1 | 9

Further compounds:
21: Cn1nc(C(=O)Nc2cccc(S(N)(=O)=O)c2)c2ccccc2c1=O
22: CCOC(=O)c1cc2c(nc1NC(=S)NCc1ccccc1)CCCC2
23: Oc1ccccc1CNc1nc2ccccc2n1CCN1CCCCC1
24: CC(C)(C)c1cc(-c2csc(Nc3ccccc3)[n+]2Cc2ccc(C(=O)O)cc2)cc(C(C)(C)C)c1O
25: Cc1c(C(=O)NCc2cccs2)oc2ccc(S(=O)(=O)N3CCOCC3)cc12
26: COC(=O)c1sccc1NC(=O)CSc1ccccc1NS(=O)(=O)c1ccc(Br)cc1
27: CC(=O)c1ccc(N(C(=O)c2ccco2)C(C(=O)NC2CCCC2)c2ccc(N3CCOCC3)cc2)cc1 (stereo not drawn)
28: CSc1ccccc1NC(=O)c1ccco1
29: COc1ccc2nc(N=Nc3ccc(N(C)C)cc3)sc2c1
30: Clc1ccc(Cl)c(OCCN2CCOCC2)c1
Screen / compound no.	21	22	23	24	25	26	27	28	29	30
GSK3B inh	2	3	-1	-2	1	0	-1	1	/	0
Platelet DG rel	-10	9	2	1	-2	-1	1	-3	/	-2
HSF1 inhib	9	8	-1	-3	0	1	35	-2	/	-4
HSP90 refold inh	2	-2	-2	-3	-1	0	2	-1	26*	-1
Dyrk1A ADPGlo	-5	0	-1	3	-4	3	3	-1	1	14
HSF1 activator	-2	23	13	10	20	-4	69*	-20	/	-2
aSyn 5UTR inh	13	-107	-12	8	24	2	27	20	/	11
KLF5 inhibitor	-5	-4	3	-6	-35	25	-23	-6	-46	-22
IEC-6 cytotox	12	2	6	-4	-3	0	3	-1	2	1
GSK3A inh	-2	0	/	2	0	-1	/	-3	/	-2

31: CC1(C)CC(=O)C2=C(C1)OC(N)=C(C#N)C2C1CC=CCC1 (stereo not drawn)
32: COc1cccc2cc(C(=O)NNC(=O)c3ccc(Br)cc3)c(=O)oc12
33: CC(=O)c1ccc(OCC(O)CN2CCN(CCO)CC2)cc1 (stereo not drawn)
34: Cc1cc(=O)oc2cc(OC(C)C(=O)NCCc3ccc(S(N)(=O)=O)cc3)ccc12 (stereo not drawn)
35: O=c1c2sccc2n(Cc2cc(=O)n3ccccc3n2)c(=O)n1-c1ccccc1
36: O=C(NCc1ccccc1)C(=O)NCC1OCCN1C(=O)c1cccs1 (stereo not drawn)
37: CC(=O)Oc1ccccc1C1OCCN1C(C)=O (stereo not drawn)
38: COCCNc1nc2c(c(=O)n(Cc3ccccc3F)c(=O)n2C)n1C
39: CC(=O)Cn1c(=O)c2c(nc3n2CCCN3Cc2ccccc2)n(C)c1=O
40: COc1ccc(C(=O)Nc2ccc(Nc3ccccc3)cc2)cc1Br
Screen / compound no.	31	32	33	34	35	36	37	38	39	40
GSK3B inh	4	3	0	-2	-4	-2	1	-4	1	0
Platelet DG rel	-5	-1	6	4	14	-29	-1	1	16	-13
HSF1 inhib	6	9	-3	11	-7	-8	-4	-2	-9	9
HSP90 refold inh	2	-1	1	-2	1	-2	-1	3	-8	/
Dyrk1A ADPGlo	-20	-7	3	/	-4	0	-2	1	-3	/
HSF1 activator	12	9	-7	12	2	10	0	2	-15	10
aSyn 5UTR inh	4	-10	-19	-2	6	-25	9	6	6	-34
KLF5 inhibitor	-19	-37	4	-20	-2	-20	-24	-10	-18	/
IEC-6 cytotox	1	7	1	-2	-5	-5	-1	2	-3	/
GSK3A inh	0	2	-3	0	-2	-1	0	-2	1	-1

From compound 34 to 37, copied from above:
34: Cc1cc(=O)oc2cc(OC(C)C(=O)NCCc3ccc(S(N)(=O)=O)cc3)ccc12 (stereo not drawn)
35: O=c1c2sccc2n(Cc2cc(=O)n3ccccc3n2)c(=O)n1-c1ccccc1
36: O=C(NCc1ccccc1)C(=O)NCC1OCCN1C(=O)c1cccs1 (stereo not drawn)
37: CC(=O)Oc1ccccc1C1OCCN1C(C)=O (stereo not drawn)
Screen / compound no.	34	35	36	37
GSK3B inh	-2	-4	-2	1
Platelet DG rel	4	14	-29	-1
HSF1 inhib	11	-7	-8	-4
HSP90 refold inh	-2	1	-2	-1
Dyrk1A ADPGlo	/	-4	0	-2
HSF1 activator	12	2	10	0
aSyn 5UTR inh	-2	6	-25	9
KLF5 inhibitor	-20	-2	-20	-24
IEC-6 cytotox	-2	-5	-5	-1
GSK3A inh	0	-2	-1	0

Continuation.
41: Cc1ccc(NC(=O)COc2coc(CN3CCc4ccccc4C3)cc2=O)cc1Cl
42: COc1ccc(NC(=O)CC2Oc3ccccc3NC2=O)c(OC)c1 (stereo not drawn)
43: O=[N+]([O-])c1ccccc1/C=C/C=N/N1CCCCC1
44: Fc1ccc(Nc2nc(NCc3ccco3)c3ccccc3n2)cc1
45: CNC(=S)N/N=C/c1ccc(-c2cc([N+](=O)[O-])ccc2Cl)o1
46: COC(=O)CCN(C(=O)c1cc(OC)c(OC)c(OC)c1)c1ccccn1
47: CCOc1ccc(C2Nc3ccccc3NC3=C2C(=O)CC(C)(C)C3)cc1OC (stereo not drawn)
48: CC(C)C(NS(=O)(=O)/C=C/c1ccccc1)C(=O)NCc1ccc(F)cc1 (stereo not drawn)
49: COc1ccc(NC(=O)c2cc([N+](=O)[O-])ccc2N2CCCC2)cc1
50: O=C(NC(Cc1c[nH]c2ccccc12)C(=O)N1CCOCC1)c1cccs1 (stereo not drawn)
51: COc1cc(C=Nc2c(C)cc(C)cc2C)ccc1OC(C)=O
52: Cc1cc(NC(=O)CCC(=O)N(Cc2ccccc2)C(C(=O)NC2CCCC2)c2ccco2)no1 (stereo not drawn)
Screen / compound no.	41	42	43	44	45	46	47	48	49	50	51	52
GSK3B inh	-1	-2	1	1	2	3	/	-4	0	-2	1	-3
Platelet DG rel	3	0	3	3	-5	-1	0	2	0	3	15	0
HSF1 inhib	-3	-8	7	5	-1	-1	3	9	0	-3	11	5
HSP90 refold inh	/	-7	2	-1	0	6	3	-1	2	-1	9	-2
Dyrk1A ADPGlo	-12	-5	3	6	9	3	-9	4	1	-2	2	2
HSF1 activator	10	-29	10	12	13	-15	-4	16	0	-2	13	7
aSyn 5UTR inh	5	10	-205	35	-9	18	6	-2	-15	-7	-4	6
KLF5 inhibitor	/	-8	-63	-133	0	-55	-19	-1	-20	-25	5	-21
IEC-6 cytotox	/	-4	0	6	1	2	1	-3	1	-9	1	0
GSK3A inh	-2	-1	-2	10	0	-7	0	0	0	-1	-2	2

Some of the compounds tested; the hit share may differ from the screen's.
